TTR transcr act: activators of transthyretin transcription; activation, % at 16.7 µM; SH-SY5Y TTR promoter Gaussia luciferase, luminescence; 100% = recombinant luciferase protein wells; 1.3% of 92,000 active;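 active = activation above the mean of all tested compounds plus 3 SD, cut at about 9.5% in these data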;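 note: cells exposed to compounds for one day before reading; 0% = median of all test compound wells on the plate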
Numbers without * were called inactive; ! = a repeat was not active. This is a subset, so the mix of outcomes need not match the whole.

SMILES	TTR transcr act
O=C(NCCc1ccccc1)c1n[nH]c(=O)c2ccccc12	-1.5
Clc1ccc2nc(N3CCNCC3)nc(-c3ccccc3)c2c1	-2.7
O=C(NNC(=O)c1cc([N+](=O)[O-])ccc1Cl)c1cccs1	0.0
Cc1nc([N+](=O)[O-])cn1CC(O)c1ccc(Cl)cc1 (stereo not drawn)	-0.7
CC(=O)NC(Cc1cc(C)ccc1C)C(=O)N1CCN(C(=O)Nc2ccc(C(C)=O)cc2)CC1 (stereo not drawn)	3.8
Cc1nc(SCC(=O)Nc2nc3ccccc3s2)n[nH]1	2.2
COc1ccc(NS(=O)(=O)c2ccc(Oc3c(C#N)cccc3C#N)cc2)cc1	-4.0
Cc1ccccc1C1NS(=O)(=O)N=C1N (stereo not drawn)	-0.1
O=C(O)c1ccccc1NS(=O)(=O)c1ccc(N/N=C/c2ccc(O)c(O)c2)c([N+](=O)[O-])c1	-2.0
COc1ccc(/C=C/C(=O)c2sc(-c3ccccc3)nc2C)cc1	0.4
COC(=O)c1cc2nc(-c3ccccc3)cc(C)n2n1	-2.6
CCN(CC)S(=O)(=O)c1cc(NS(=O)(=O)c2cccc(C(=O)O)c2)ccc1C	11.3*

Shown as a hit in TTR transcr act (from the list above):
SMILES	TTR transcr act
CCN(CC)S(=O)(=O)c1cc(NS(=O)(=O)c2cccc(C(=O)O)c2)ccc1C	11.3*

Retrieved one by one from the list above:
SMILES	TTR transcr act
O=C(NCCc1ccccc1)c1n[nH]c(=O)c2ccccc12	-1.5
CC(=O)NC(Cc1cc(C)ccc1C)C(=O)N1CCN(C(=O)Nc2ccc(C(C)=O)cc2)CC1 (stereo not drawn)	3.8
O=C(O)c1ccccc1NS(=O)(=O)c1ccc(N/N=C/c2ccc(O)c(O)c2)c([N+](=O)[O-])c1	-2.0

Next part
SMILES	TTR transcr act
CCN1CC(CNC(=O)c2ccc3nc(Cc4cccc(Cl)c4)oc3c2)CC1=O (stereo not drawn)	2.1
COc1cc(S(=O)(=O)NC2CCCCC2C)ccc1-n1cnnn1 (stereo not drawn)	14.0*
O=C(Nc1ccc(C(=O)N2CCCCC2)cc1)C1CCC1	0.0
COc1ccc(/C=C/C(=O)C2(O)CCCCC2)cc1	-1.9
CC(C)[C@H]1C(=O)Nc2ccccc2N1C(=O)N[C@@H](Cc1ccccc1)C(=O)N[C@H](Cc1ccccc1)C(=O)O	0.9
CCOP(=O)(OCC)c1ccc2c(c1)C(=O)c1ccccc1CC2	-0.3
O=C(Nc1ccc(Oc2ccccc2)cc1)c1csc([C@@H]2O[C@H](CO)[C@@H](O)[C@H]2O)n1	-4.9
O=C(NC1CCCCC1)C(c1ccnc2ccccc12)N1CCc2ccccc2C1 (stereo not drawn)	0.7
O=C(O)c1cccc(NC2=C(N3CCOCC3)C(=O)c3ccccc3C2=O)c1	6.0
COc1ccc(C2Nc3cccc4cccc(c34)N2)cc1Br	6.0
O=Cc1cn(-c2ccccc2)nc1-c1ccc(F)cc1	-2.3
O=C(Cc1cn2ccsc2n1)Nc1ccccn1	1.6
Cn1c(SCc2c(F)cccc2Cl)nnc1-c1cccs1	0.1
Cc1cc(C)nc(NS(=O)(=O)c2ccc(Br)cc2)n1	0.6
Cc1ccc2[nH]cc(CCNC(=O)c3ccc4c(c3)OCO4)c2c1	1.0
OCCNCCCOc1cc(Cl)ccc1Cl	3.8
Clc1ccc(-c2nc3c4ccccc4ccn3c2Cc2ccccc2)cc1	-0.2
CC(=O)c1ccc(N2CCN(S(=O)(=O)c3cn(C)c(C)n3)CC2)cc1	0.6
O=[N+]([O-])c1cccc(NC(=S)NCc2ccncc2)c1	-1.0
CCCCC(=O)Nc1ccc(C(=O)Nc2ccc(S(=O)(=O)N3CCCC3)cc2)cc1	-2.3
CN(C)C(=O)c1ccc(OCC(F)(F)F)nc1	12.9*
CC(C)c1cccc(C(C)C)c1NC(=O)COc1nncc2ccccc12	0.6
O=C(COc1ccc([N+](=O)[O-])cc1)NC(C(=O)O)C(O)c1cccc([N+](=O)[O-])c1 (stereo not drawn)	-0.4
NC(=O)c1nsc(C(=O)N(CC(=O)NC2CCCC2)c2ccc(F)c(Cl)c2)c1N	16.6*
COc1cc(C#N)ccc1OC(=O)Cc1cc(OC)c(OC)c(OC)c1	0.1
O=c1c2nnn(-c3ccc(Br)cc3)c2ncn1Cc1ccccn1	1.9
Cc1ccc(NC(=O)c2ccccc2N2C(=O)C3C4C=CC(C5CC45)C3C2=O)cc1C (stereo not drawn)	-1.1
CCC/C(C#Cc1ccsc1)=C1/c2ccccc2C(=O)N1c1ccccc1	-3.4
COc1cccc(C(NC(C)=O)c2nc(-c3cc4ccccc4o3)cs2)c1 (stereo not drawn)	-0.5
COc1cc(O)c2c(c1)COC2=O	-2.3
CCN1C(=O)CC(N2CCC(C(=O)N3CCCCCC3)CC2)C1=O (stereo not drawn)	2.7
COc1ccc(CN2CCn3ncc(C(=O)Nc4cc(C)cc(C)c4)c3C2=O)cc1	-4.3
Cc1cc(C)c(NC(=O)c2ccc(S(=O)(=O)N3CCOCC3)cc2)c(C)c1	-1.8
Cc1noc(/C=C/N(C)C)c1S(=O)(=O)N1CCCC(C(=O)NCc2ccc(Cl)cc2)C1 (stereo not drawn)	0.6
CCN(CC1COc2ccccc2O1)C(=S)Nc1ccc(F)cc1 (stereo not drawn)	-1.3
C#CCOCCOCCOCCNc1nc(N2CCN(C(=O)[C@H](CCC(=O)O)n3cc([C@@H](N)[C@H](C)CC)nn3)CC2)nc(N2CCN(C(=O)[C@H](CCC(=O)O)n3cc([C@@H](N)CCSC)nn3)CC2)n1	0.9
O=C(O)c1ccc2c(c1)N(Cc1ccccc1)C(=O)c1ccccc1S2=O (stereo not drawn)	3.0
COC(=O)C1CC2(C(=O)OC)CC(C(=O)OC)(CC(C(=O)OC)C2=O)C1=O (stereo not drawn)	-0.8
COc1ccc(-c2cc(C(F)(F)F)nc(-n3ccnc3C)n2)cc1	-2.2
CC(Cc1cccs1)NC(=S)Nc1ccc(Cl)cc1 (stereo not drawn)	-0.1
CC(C)NC(=O)N1Cc2cc(C(=O)NC3CCC3)nc(-c3cccc(-c4cncnc4)c3)c2[C@H]1CCO	-1.2
O=C(NC1CCCC1)C(c1ccc(F)cc1)N(Cc1ccc(Cl)cc1)C(=O)CCl (stereo not drawn)	-0.4
O=C(CCNS(=O)(=O)c1ccccc1)NNC(=O)COc1ccc(Cl)cc1	2.2
O=C(/C=C/c1ccccc1)Nc1cc(S(=O)(=O)N2CCOCC2)ccc1N1CCOCC1	-0.5
Cc1ccc2c(c1)C1CN(C)CCC1N2S(=O)(=O)c1ccc(C#N)cc1 (stereo not drawn)	0.3
Cc1cccc(C)c1NC(=O)COC(=O)/C=C/c1ccc(S(=O)(=O)N2CCOCC2)cc1	0.8
COCCNC(=O)CSc1nc2cc3c(cc2c(=O)n1CCCC(=O)NCCc1ccc(OC)c(OC)c1)OCO3	0.3
CC(C)C(c1nnnn1CCc1ccccc1)N1CCOCC1 (stereo not drawn)	1.1
COc1ccc(C(=O)N2CCN(S(=O)(=O)c3ccccc3)CC2)c(OC)c1	-0.5
CC(=O)N1CCN(c2ccc(NC(=O)c3ccc(N4CCCC4)c([N+](=O)[O-])c3)cc2Cl)CC1	-0.7
COc1cccc(NC(=O)c2ccc3c(c2)N(CC(=O)N2CCCCC2)C(=O)C(C)(C)O3)c1	-1.2
COc1cc(CNCc2ccccn2)ccc1OCc1cccc(Cl)c1	-1.9
O=C(NCCc1ccccc1)c1ccc(NC(=O)C2CCCCC2)cc1	0.5
Cc1ccc(Nc2n[nH]c(=S)s2)cc1F	3.9
COc1ccc(NC(=O)CS(=O)(=O)c2cn(CC(=O)N3CCOCC3)c3ccccc23)cc1	0.4
CCCCn1c(SCc2c(C)noc2C)nc2cc(S(N)(=O)=O)ccc21	16.2*
CCC(C)N(C(=O)COC(=O)c1cn(CC)c2nc(C)ccc2c1=O)C1CCS(=O)(=O)C1 (stereo not drawn)	-1.2
O=C1CN(c2nc3ccccc3n3cnnc23)CC(=O)N1CCc1ccccc1	0.2
c1ccc(CN2CCC(Nc3nc(-c4cccnc4)nc4ccccc34)CC2)cc1	1.7
CS(=O)(=O)Nc1ccc(-c2cn3c(n2)SCC3)cc1	6.7

(more compounds)
SMILES	TTR transcr act
COc1ccc(C2NC(=O)NC3=C2C(=O)CCC3)cc1 (stereo not drawn)	5.8
COc1cccc(OC)c1C(=O)NC(=O)Nc1c(F)cc(F)cc1F	0.4
CN(C(=O)COC(=O)/C=C/c1ccccc1)C1CCS(=O)(=O)C1 (stereo not drawn)	-1.8
CN(C)/C=C(/C(=O)c1ccccc1Cl)S(=O)(=O)c1ccccc1	-0.5
COc1ccc(C(C(N)=O)c2ncc(C(F)(F)F)cc2Cl)cc1OC (stereo not drawn)	2.7
O=C(NC1CC2CCCC(C1)N2C(=O)Nc1ccccc1)c1ccccc1 (stereo not drawn)	0.8
CCOc1ccc2nc(SCC(=O)NCc3ccc(S(N)(=O)=O)cc3)[nH]c2c1	-1.6
Nc1[nH]c(C(=O)c2ccccc2)c(-c2ccc(Br)cc2)c1C(=O)NCCc1c[nH]c2ccccc12	2.3
CC(O)(c1ccccc1)c1nc(-c2cccc(C(=O)O)c2)cs1 (stereo not drawn)	1.1
Cc1ccc(C(=O)NCC(=O)OCC(=O)c2c(N)n(C)c(=O)n(C)c2=O)cc1C	2.6
COc1cc(S(=O)(=O)NC2CCCCC2C)ccc1Cl (stereo not drawn)	3.3
COc1ccc(C(=O)/C=C2/Sc3cc4c(cc3N2C)OCO4)cc1	0.0

A draw from above in order of length of the SMILES, descending.
SMILES	TTR transcr act
CCOc1ccc2nc(SCC(=O)NCc3ccc(S(N)(=O)=O)cc3)[nH]c2c1	-1.6
CN(C(=O)COC(=O)/C=C/c1ccccc1)C1CCS(=O)(=O)C1 (stereo not drawn)	-1.8
COc1ccc(C(=O)/C=C2/Sc3cc4c(cc3N2C)OCO4)cc1	0.0

Next structures follow:
SMILES	TTR transcr act
CCOC(=O)C1C(c2ccc(OC)c(OC)c2)c2c([nH][nH]c2=O)CC1(C)O (stereo not drawn)	-1.2
COCCN(C(=O)COC(=O)/C(=C/c1ccccc1)NC(C)=O)c1c(N)n(Cc2ccccc2)c(=O)[nH]c1=O	0.1
Cc1nc2c(N=Nc3ccccc3F)c(N)nn2c(N)c1C#N	-4.2
CC(C)C[C@@H](CN1CCCC1CN1C(=S)NC[C@@H]1Cc1ccccc1)N1C[C@H](Cc2ccccc2)N(CCc2ccccc2)C1=S (stereo partly drawn)	-0.5
CN1C(=S)SC(N(O)C(=O)NC2CCCCC2)C1(C)C (stereo not drawn)	-0.3
O=C(Nc1cccnc1)c1ccc(NS(=O)(=O)c2cc([N+](=O)[O-])ccc2Cl)cc1	-1.3
COc1cc(/C=N/NS(=O)(=O)c2ccc(C)c([N+](=O)[O-])c2)ccc1O	3.0
COc1ccc(Cl)cc1N1C(=O)CC(Sc2ccccc2N)C1=O (stereo not drawn)	-0.5
CCCOc1ccccc1/C=C(\C#N)C(=O)Nc1cccnc1	0.6
CCC(/C=N/NC(=O)C(=O)N/N=C/C(CC)CC)CC	0.5
CC(=O)Cc1cc2cc([N+](=O)[O-])ccc2oc1=O	1.6
Cc1c(C(=O)N2CCC(Cc3ccccc3)CC2)cccc1[N+](=O)[O-]	0.4
CN(C)CCNc1nc2c(c(=O)[nH]c(=O)n2C)n1CCCc1ccccc1	0.3
CCC1NC(=O)c2cccnc2-n2c1nc1ccc(OC)cc1c2=O (stereo not drawn)	1.2
COc1ccc(CCNC(=O)c2nnn(CC(=O)Nc3ccccc3)c2N)cc1OC	0.4
CCn1cc(CN2CCCC(C(=O)Nc3cccc(-c4cc5ccccc5[nH]4)c3)C2)c(C)n1 (stereo not drawn)	-2.1
CN1CCCN(S(=O)(=O)c2cccc(Cl)c2Cl)CC1	1.8
CCCCN1C2=C(C(=O)CCC2)C(c2ccc(Cl)c(Cl)c2)C2=C1c1ccccc1C2=O (stereo not drawn)	0.8
OCCNCCCCSc1ccc(Cl)cc1	0.7
C=CCSc1nnc(NC(=O)c2cn(CC)c3nc(C)ccc3c2=O)s1	-0.9
COc1cc(-c2cc(C(=O)Nc3ccc(S(=O)(=O)NCc4ccco4)cc3)c3ccccc3n2)cc(OC)c1OC	-0.7
CCC(CC)C(=O)NCc1ccc(OC)cc1	8.7
Cc1ccccc1CN1C(=O)C(C)S/C1=N/N=C/c1ccco1 (stereo not drawn)	1.2
CCCc1cc(Nc2cccc(OC)c2)n2ncnc2n1	2.2

The final three entries of the part before open the next one.
SMILES	TTR transcr act
CCC(CC)C(=O)NCc1ccc(OC)cc1	8.7
Cc1ccccc1CN1C(=O)C(C)S/C1=N/N=C/c1ccco1 (stereo not drawn)	1.2
CCCc1cc(Nc2cccc(OC)c2)n2ncnc2n1	2.2
Cn1c(=O)c(C(=O)Nc2ccccc2S(N)(=O)=O)c(O)c2ccccc21	0.0
COC(=O)[C@@]12C[C@@H](CC(=O)N3CCCCC3)C(=O)N(Cc3ccccc3)C1=CCC(C)(C)C2	-0.3
CCN(CC)S(=O)(=O)c1cccc(NC2=NCCCCC2)c1	1.0
COc1ccc(-c2nn(-c3ccccc3)cc2/C=C/C(=O)OCC(=O)Nc2ccccc2C#N)cc1	-0.9
O=S(=O)(N/N=C/c1ccccc1F)c1ccccc1	-1.6
Cc1cc(NC(=O)c2ccc(C)c([N+](=O)[O-])c2)no1	1.5
O=C(O)CSc1c2c(nc3cc(C(=O)N4CCOCC4)ccc13)CCCC2	-1.1
CN(Cc1ccco1)c1ncnc2ccc(-c3ccc4c(c3)OCO4)cc12	27.0*!
COc1ccc(NC(=O)COC(=O)c2cccc(S(=O)(=O)N(C)C)c2)cc1	0.1
